Screens from PubChem.
Myeloid diff 2: promotes myeloid progenitor differentiation. AID 624256. calls only at 10 µM. ER-HoxA9 myeloid progenitors, lysozyme-GFP differentiation, flow cytometry. 1% of 360,000 active;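 active = normalized GFP-positive differentiation at or above the plate's own cutoff, the solvent-only control mean plus 3 SD; inconclusive = no clear call, values can overlap the other calls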;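 note: cells exposed to compound for four days before flow analysis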
Myeloid diff 2 GFP+ MAC1+ %: further read-out of Myeloid diff 2, marked with its call; GFP+ MAC1+ double positive, %; measured here: differentiation confirmed by MAC1 staining
* marks the source's active call; other numbers are inactive results; i = inactive; ? = inconclusive; · = no result given; + = active, no number. The list is partial, so the mix of outcomes need not match the whole.

SMILES	Myeloid diff 2	Myeloid diff 2 GFP+ MAC1+ %
CCCCNC(=O)C[C@@H]1C[C@@]2(C(=O)OC)CCCCC=C2N(Cc2ccc3c(c2)OCO3)C1=O	i	2.8
CC(C)N(Cc1ccccc1)C(=O)COC(=O)c1cnc(Cl)c(Cl)c1	i	0.7
CN(Cc1ccccc1)C(=O)c1ccc2sc([C@@H]3O[C@H](CO)[C@H](O)[C@H](O)[C@H]3O)nc2c1	i	0.6
Cc1cc(C)c(OCC(=O)OCC(=O)NCc2ccco2)c(C)c1	i	0.9
COc1ccc(C(=O)COC(=O)c2c(C)noc2C)cc1Cl	i	0.7
Cc1cccc(C)c1NC(=O)C1(C)CSCC(=O)N1CCc1c[nH]c2ccccc12 (stereo not given)	i	4.2
COc1ccc(NC(=O)c2cc(S(=O)(=O)N3CCOCC3)ccc2C)cc1S(=O)(=O)N1CCCCC1	i	0.2
C#CCN1C=CC(=O)[C@@H](OC(=O)Nc2ccc(Br)cc2)[C@H]1c1ccccc1Br	i	1.4
OC(c1ccccc1)c1nc(-c2ccc3c(c2)OCO3)cs1 (stereo not given)	i	0.9
CCN(C(=O)COC(=O)CCC1CCCC1)c1c(N)n(Cc2ccccc2)c(=O)[nH]c1=O	i	0.6
COCCNc1nc(NCc2ccccc2OC)c2sccc2n1	i	1.5
CC1CCCCC12NC(=O)N(CC(=O)Nc1ccc(Cl)c(S(=O)(=O)N3CCOCC3)c1)C2=O (stereo not given)	i	0.3
Cc1cn([C@H]2C[C@H](O)[C@@H](CNCc3ccc(-c4cc(Cl)ccc4C(F)(F)F)o3)O2)c(=O)[nH]c1=O	i	0.6
CCc1nc2ccc(C(=O)NCCC(C)C)cn2c1N(CC)CCOC	i	0.6
O=C1NC[C@H](Cc2ccccc2)N(CC2CCN(CCCC3CCCC3)CC2)C1=O	i	1.1
O=C(Cc1cccc(NC(=O)C2CCCN(C(=O)C3CC3)C2)c1)Nc1cccc(C(=O)N2CCCCC2)c1 (stereo not given)	i	0.6
C[C@H](CO)N1C[C@H](C)[C@@H](CN(C)C(=O)Nc2ccccc2F)OCc2cnnn2CCCC1=O	i	0.2
COc1ccc(C#Cc2ccc3c(c2)O[C@@H](CN(C)C(=O)Nc2cccc(OC)c2)[C@H](C)CN([C@@H](C)CO)S3(=O)=O)cc1	i	0.7
CC(NC(=O)COC(=O)CN1C(=O)c2ccccc2C1=O)c1ccccc1 (stereo not given)	i	0.8
CCc1ccc(-c2n[nH]nc2C2=CC(=O)C[C@H](c3ccc(F)cc3)C2)cc1	i	0.4
O=C(CC(=O)c1ccccc1)Nc1cccc([N+](=O)[O-])c1	i	0.8
COc1ccc(CCN(C)C(=O)CSc2nc3ccccc3c(=O)n2CC2CCCO2)cc1OC (stereo not given)	i	1.0
CCC/C=C/c1ccc(CN2C(C)C(=O)N(Cc3cn(CCC4OCCCO4)nn3)CCS2(=O)=O)cc1 (stereo not given)	i	0.6
CC12CCC3c4cc(CN5CCOCC5)c(O)cc4CCC3C1CCC2=O (stereo not given)	i	0.7
O=C(C[C@H]1C(=O)N(c2ccccc2)C[C@@H]1Cc1ccccc1)Nc1ccccc1	i	0.4
Cc1ccccc1CN1C(=O)C(C)Sc2ccc(-c3ccco3)cc21 (stereo not given)	i	2.1
CC[C@@]1(C(=O)OC)N[C@H](CN(C)C(=O)c2ccc(F)cc2)[C@@H]2C(=O)N(C)C(=O)[C@@H]21	i	3.4
O=C1C(=Cc2cccc(O)c2O)SC(=S)N1CCCN1CCOCC1	+	2.8*
COc1ccc(Cc2c(-c3ccc(C#N)cc3)nc3c(Cl)cc(C(F)(F)F)cn23)c(C)c1	i	0.4
CC(C)(C)CC(C)(C)N=C1Nc2cc(Cl)c(Cl)cc2NC12C[C@H]1CCC(=O)N3CC[C@@H](C2)[C@@H]13 (stereo not given in full)	i	1.6
COc1ccc(S(=O)(=O)N2CCN(Cc3ccccc3OC)CC2)cc1	?	·
C[C@H](CO)N1C[C@H](C)[C@@H](CN(C)C(=O)Nc2ccc3c(c2)OCO3)Oc2ccc(NC(=O)Nc3ccc(C(F)(F)F)cc3)cc2C1=O	i	0.8
Cc1cccc(N2C(=O)C=CC2=O)c1	i	0.5
Cc1cccc(C)c1NC(=O)CNC(=O)COC(=O)c1ccc(Cl)s1	i	0.6
COc1cccc(C2=CC(=O)CC(C)(C)C2=O)c1	i	3.0
COC(=O)[C@@]12C[C@@H](CC(=O)NCCc3ccccc3OC)C(=O)N(Cc3ccccc3)C1=CCC(C)(C)C2	i	1.4
CCN(CC)c1ccc(C(=O)OCC(=O)Nc2ncccn2)cc1	i	0.5
COc1ccc(-c2coc3cc(OC(C)=O)ccc3c2=S)cc1	i	1.0
CCCCN1CC(COCc2ccccc2)Oc2cccc(Oc3cc(C)c(C)c(C)c3)c2S1(=O)=O (stereo not given)	i	0.6
Cc1nc(C)c(C(=O)OCC(=O)NCc2ccccc2Cl)s1	i	0.9
Nc1ccn([C@@H]2O[C@H](C(=O)Nc3cc(C(F)(F)F)cc(C(F)(F)F)c3)[C@@H](O)[C@H]2O)c(=O)n1	i	0.6
COc1ccc2nc(C(c3ccc(C)cc3)n3c(-c4ccccc4Br)nc4ccccc43)[nH]c2c1 (stereo not given)	i	1.1
O=C(N[C@H]1C/C=C\C[C@H](CC(=O)N(CCO)Cc2ccccc2)C(=O)NC[C@H](c2ccccc2)OC1=O)OCC1c2ccccc2-c2ccccc21	i	1.9
CCC(=O)N(C)C[C@H]1Oc2ncc(C#Cc3ccncc3)cc2C(=O)N([C@@H](C)CO)C[C@@H]1C	i	0.5
OC(c1ccc(F)cc1)c1nc(-c2cnc3ccccc3c2)cs1 (stereo not given)	i	0.5
O=C(NCc1cccc(Cl)c1)c1cccc2c(-c3cccnc3)coc12	i	1.7
COc1cc(CNC(=O)Nc2nc(C(N)c3ccccc3)cs2)cc(OC)c1OC (stereo not given)	i	0.4
Cc1ccc(CN2CC(N3CCN(C4CCN(C)CC4)CC3)CS2(=O)=O)cc1 (stereo not given)	i	1.1
COc1ccc(-c2c(C)nn3c(C(F)(F)F)cc(C)nc23)cc1	i	1.4
CCCN(CC(=O)Nc1ccccc1OC)C(=O)c1nc2nc(C)ccn2n1	i	0.3
O=C(NS(=O)(=O)NC1CCCCC1)C1=C(N2CCCC2)COC1=O	i	1.4
COc1ccc(OC)c(NC(=O)C2(C)CCN2C(=O)C2(c3ccc(Cl)cc3)CCC2)c1 (stereo not given)	i	0.6
CC1=C(C#N)C(C)(C)C(C#N)=C(C)N1	i	0.6
Cc1cc(C)c(NC(=O)C2CC(=O)N(C3CCCC3)C2)c(C)c1 (stereo not given)	i	0.5
CCN(CC)c1c(C)nc2ccc(C(=O)N3CCN(C(=O)c4ccco4)CC3)cn12	i	0.9
Cc1ccc2c(c1)CCO[C@]21O[C@H](CCO)C[C@H](O)[C@H]1O	i	0.2
O=C1NC(=S)NC1=Cc1ccc2c(c1)CCC2	?	·
O=C(c1ccccc1)N1N=C(c2ccc(F)cc2)CC1c1ccc(F)cc1 (stereo not given)	i	0.6
O=C(COC(=O)c1ccco1)Nc1cc(S(=O)(=O)N2CCCCC2)ccc1Cl	i	1.0
CCCCN1C(=O)N(CCc2ccc(F)cc2)S(=O)(=O)c2cc(C(F)(F)F)ccc21	i	2.2

Reprinted from the entries so far (13 entries):
SMILES	Myeloid diff 2	Myeloid diff 2 GFP+ MAC1+ %
Nc1ccn([C@@H]2O[C@H](C(=O)Nc3cc(C(F)(F)F)cc(C(F)(F)F)c3)[C@@H](O)[C@H]2O)c(=O)n1	i	0.6
COc1ccc2nc(C(c3ccc(C)cc3)n3c(-c4ccccc4Br)nc4ccccc43)[nH]c2c1 (stereo not given)	i	1.1
O=C(N[C@H]1C/C=C\C[C@H](CC(=O)N(CCO)Cc2ccccc2)C(=O)NC[C@H](c2ccccc2)OC1=O)OCC1c2ccccc2-c2ccccc21	i	1.9
CCC(=O)N(C)C[C@H]1Oc2ncc(C#Cc3ccncc3)cc2C(=O)N([C@@H](C)CO)C[C@@H]1C	i	0.5
OC(c1ccc(F)cc1)c1nc(-c2cnc3ccccc3c2)cs1 (stereo not given)	i	0.5
O=C(NCc1cccc(Cl)c1)c1cccc2c(-c3cccnc3)coc12	i	1.7
COc1cc(CNC(=O)Nc2nc(C(N)c3ccccc3)cs2)cc(OC)c1OC (stereo not given)	i	0.4
Cc1ccc(CN2CC(N3CCN(C4CCN(C)CC4)CC3)CS2(=O)=O)cc1 (stereo not given)	i	1.1
COc1ccc(-c2c(C)nn3c(C(F)(F)F)cc(C)nc23)cc1	i	1.4
CCCN(CC(=O)Nc1ccccc1OC)C(=O)c1nc2nc(C)ccn2n1	i	0.3
O=C(NS(=O)(=O)NC1CCCCC1)C1=C(N2CCCC2)COC1=O	i	1.4
COc1ccc(OC)c(NC(=O)C2(C)CCN2C(=O)C2(c3ccc(Cl)cc3)CCC2)c1 (stereo not given)	i	0.6
CC1=C(C#N)C(C)(C)C(C#N)=C(C)N1	i	0.6

Additional structures follow:
SMILES	Myeloid diff 2	Myeloid diff 2 GFP+ MAC1+ %
CCN1CCN(C(=O)c2cc(COc3ccc(F)c(F)c3)on2)[C@@H](C)C1=O	i	0.7
COc1ccc(S(=O)(=O)NCc2ccccn2)cc1C	i	0.8
O=C(NC1CCCC1)C(c1ccccc1)n1c(CSCCOc2ccccc2)nc2ccccc21 (stereo not given)	i	3.5
COc1ccc(-c2sc3ccc(OC)cc3c2-c2ccc(OCCN3CCOCC3)cc2)cc1	i	3.2
Cc1ccc(NC(=O)C2(C)CCN2C(=O)Cc2ccccc2Cl)cc1C (stereo not given)	i	1.0
N#Cc1cccc(C(=O)OCc2cccc(S(=O)(=O)N3CCOCC3)c2)c1	i	0.6
O=[N+]([O-])c1ccc(CS(=O)c2ccccc2)cc1 (stereo not given)	i	0.9
CC(C)NC(=O)C1(C)CN(S(C)(=O)=O)CC(=O)N1Cc1cccc(F)c1 (stereo not given)	i	2.9
CC(=O)C1CCC2C3CC(C)=C4CC(O)CCC4(C)C3CCC12C (stereo not given)	i	0.8
O=C(COC(=O)/C=C/c1ccc2ccccc2n1)NNC(=O)c1ccc([N+](=O)[O-])cc1	i	0.7
O=C1[C@H](Cc2ccccc2)NCCCC[C@@H](c2ccc(Cl)cc2)N1Cc1ccc(Cl)cc1	i	1.7
O=C1CCc2cc(Br)ccc2O1	i	0.7
CCCC[C@@H]1CC2=C(C(=O)OC(C)(C)O2)[C@H](c2ccc(C(C)C)cc2)O1	i	0.9
CCOC(=O)C1CCCN(C(=O)COc2ccc(S(=O)(=O)N3CCOCC3)cc2)C1 (stereo not given)	i	0.7
COc1ccc(S(=O)(=O)N(C)C[C@H]2Oc3c(NC(=O)NC4CCCCC4)cccc3C(=O)N([C@H](C)CO)C[C@@H]2C)cc1	?	·
O=C(NCCc1ccccn1)c1c(-c2ccsc2)sc2ccccc12	+	2.1*
COc1ccccc1C(C(=O)c1ccccc1)c1ccc2ccccc2c1 (stereo not given)	i	2.2
Oc1ccc(Cl)c(CN2CCN(c3ncc(Cc4ccccc4)cn3)CC2)c1	i	2.5
O=C(Cc1ccccc1)N(c1ccccc1)c1ccccc1	i	2.7
CC(C)c1ccc(CC(=O)N2CCC2(C)C(=O)Nc2ccccc2)cc1 (stereo not given)	i	1.5
O=C(CCNS(=O)(=O)c1ccccc1)NCC1CCCCC1	i	1.1
O=CC(=Cc1ccccc1)c1ccccc1	i	1.0
COc1ccc(C2=Nc3ccccc3N(C(=O)c3ccncc3)C2C(=O)NC(C)C)cc1 (stereo not given)	i	2.7
Cc1cccc(C=NOCCc2ccccc2)n1	i	0.7
S=C(Cc1ccccc1)N1CCOCC1	i	0.6
CSc1ccccc1-c1cnc(NC(C)=O)cn1	i	0.6
CCOC1=C2CN(S(=O)(=O)c3ccccc3)[C@H](c3ccccc3)C[C@H]2n2c(=O)n(-c3ccccc3)c(=O)n2C1	i	1.0
CCNC(=O)C[C@@H]1C=C[C@@H](NS(=O)(=O)c2ccc(F)cc2)[C@@H](CO)O1	i	1.8
CC(c1nc2scc(-c3ccccc3)c2c(=O)[nH]1)N1CCN(CC(=O)NC2CC2)CC1 (stereo not given)	i	0.3
CCCCc1c(-c2ccccc2OC)ncn1CCc1ccccc1OC	i	2.6
CCCN(CC(=O)Nc1ccccc1C)C(=O)/C=C/c1ccc(OC)c(OC)c1	i	0.3
Cn1c(=O)c2nc(SCCO)n(C)c2n(C)c1=O	i	0.7
COc1ccc(-c2nc(NCCN(C)C)nc3ccsc23)c(C)c1	i	1.5
CCOC(=O)C1CCCN(C(=O)C2(c3ccc(Cl)cc3)CCCC2)CC1 (stereo not given)	i	2.0
C=C[C@H](CC(C)C)N(Cc1ccccc1)S(=O)(=O)N(Cc1ccccc1)[C@@H](C=C)CC(C)C	i	0.3
CN(C)C(=O)CCc1ccc2c3c([nH]c2c1)[C@]1(CCc2ccccc2)[C@@H](C(=O)N2CCCCC2)C[C@H](CC(=O)NCc2cccc(C(F)(F)F)c2)C(=O)N1CC3	i	0.0
CC(=O)Nc1ccc(NC(=O)CSc2nc3c(=O)n(C)c(=O)n(C)c3n2C)cc1	i	1.1
COc1ccccc1CCc1nnc(CCC(=O)NCCC2CCCCO2)o1 (stereo not given)	i	1.1
O=C(NN=Cc1ccccc1Cl)c1ccc([N+](=O)[O-])cc1	i	1.3
COc1ccccc1OCCn1nc2ccccc2c1OC	i	2.1
C[C@H](CO)N1C[C@H](C)[C@@H](CN(C)Cc2ccc(Oc3ccccc3)cc2)Oc2c(NS(=O)(=O)c3cn(C)cn3)cccc2C1=O	i	2.3
Cc1ccccc1S(=O)(=O)N1C[C@H]2CON(C)[C@H]2C[C@H]1c1cccc(Oc2ccccc2)c1	i	0.0
CC(C)(C)C(=O)Nc1nnc([C@H]2C[C@H](O)[C@@H](CO)O2)s1	i	1.9
CCOC(=O)C1(C)CCN1C(=O)c1ccccc1C (stereo not given)	i	0.5
O=C(Nc1ccc2c(c1)OCO2)c1ccc2sc([C@@H]3O[C@H](CO)[C@@H](O)[C@H]3O)nc2c1	i	1.5
CCNc1ncnc2c1cnn2C1CCCCO1 (stereo not given)	i	0.7
